Source: PubChem BioAssay (several laboratories)
VCAM1 TNFa inh – reduces TNF alpha induced VCAM1 expression in HUVEC; AID 802; inhibition, % at 2 µM; HUVEC TNFa-induced VCAM-1 immunofluorescence, high-content imaging; 95,000 tested, 0.48% active;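 active = inhibition above the batch mean plus 3 SD, with images confirmed as a hit by eye, cut at about 37% in these data; inconclusive = inhibition above that limit but hit not confirmed in images; inactive = inhibition not above that limit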;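 note: 0% = TNF-stimulated DMSO wells and 100% = unstimulated control wells; not every result past the cut was called active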
cytoskel mod – cytoskeleton assembly modification. HUVEC TNFa F-actin phalloidin imaging, high content. inhibition, % at 2 µM. 91,000 tested, 0.18% active. AID 836;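 active = inhibition above the batch mean plus 3 SD and confirmed as a hit by visual image inspection, cut at about 30% in these data, passing the limit was not always enough; inconclusive = above the inhibition threshold but rejected on visual inspection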; note: strong numbers were not always called active
ERa coact inh – blocks coactivator binding to human estrogen receptor alpha | P03372 | TR-FRET ER-alpha LBD / SRC-1 peptide, estradiol-bound | inhibition, % at 25.6 µM | 86,000 tested, 1.7% active; in the data active = inhibition above about 50%;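 note: 0% = receptor plus peptide control and 100% = peptide only without receptor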
TNFa cytotox – HUVEC cytotoxicity counter-screen, TNF alpha stimulated; HUVEC TNFalpha-stimulated, Hoechst cell count, imaging; cell count reduction, % at 2 µM; 93,000 tested, 0.17% active;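 active = cell count reduction exceeding the screen mean by over 5 SD, scaled to untreated wells per plate, cut at about 78% in these data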;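 note: cells counted after 24 h of TNF alpha exposure following the 1 h pretreatment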
FAK blocker – inhibitors of human focal adhesion kinase | inhibition, %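 (tested at 7 µM)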 | AID 727 | Q05397 | 97,000 tested, 0.84% active | biochemical FAK kinase activity assay; in the data active = inhibition above about 19%;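 note: 0% = DMSO and 100% = reference compound high control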
Target sequence (Q05397 whole entry, looked up): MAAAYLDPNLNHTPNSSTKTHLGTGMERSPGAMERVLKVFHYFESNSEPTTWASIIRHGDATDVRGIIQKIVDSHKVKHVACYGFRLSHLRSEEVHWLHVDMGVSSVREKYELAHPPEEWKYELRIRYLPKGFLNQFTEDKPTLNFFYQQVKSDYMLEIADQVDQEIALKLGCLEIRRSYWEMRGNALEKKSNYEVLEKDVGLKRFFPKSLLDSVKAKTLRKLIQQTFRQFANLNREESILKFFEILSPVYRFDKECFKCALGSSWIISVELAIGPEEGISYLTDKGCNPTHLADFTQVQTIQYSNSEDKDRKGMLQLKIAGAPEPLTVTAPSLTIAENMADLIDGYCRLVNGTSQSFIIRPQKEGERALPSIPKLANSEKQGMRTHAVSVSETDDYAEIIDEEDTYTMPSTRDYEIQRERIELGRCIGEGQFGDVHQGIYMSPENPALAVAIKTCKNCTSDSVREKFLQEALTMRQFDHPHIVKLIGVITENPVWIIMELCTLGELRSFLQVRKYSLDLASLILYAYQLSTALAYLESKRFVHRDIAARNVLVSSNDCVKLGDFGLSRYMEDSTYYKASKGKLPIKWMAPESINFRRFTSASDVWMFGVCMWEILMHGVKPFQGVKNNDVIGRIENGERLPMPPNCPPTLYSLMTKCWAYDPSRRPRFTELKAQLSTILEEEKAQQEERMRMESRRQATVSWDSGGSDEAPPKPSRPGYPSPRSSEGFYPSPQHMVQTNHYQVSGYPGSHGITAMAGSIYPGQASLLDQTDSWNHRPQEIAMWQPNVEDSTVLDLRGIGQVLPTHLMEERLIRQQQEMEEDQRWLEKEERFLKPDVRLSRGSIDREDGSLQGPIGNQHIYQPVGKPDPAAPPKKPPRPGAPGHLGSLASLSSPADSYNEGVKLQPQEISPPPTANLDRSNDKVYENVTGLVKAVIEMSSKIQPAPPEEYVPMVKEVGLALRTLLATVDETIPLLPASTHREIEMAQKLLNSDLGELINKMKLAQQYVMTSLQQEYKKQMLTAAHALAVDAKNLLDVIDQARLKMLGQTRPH
Pyk2 oligo antag – Pyk2 (human) oligomerization antagonism. Q14289. 99,000 tested, 0.83% active. z-score (the deposit names both 25 µM and 10 µM). AID 1347419. Q293 cells, Pyk2 FERM NanoBiT luminescence; active compounds read low;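 active = Z-score of -3 or lower, scaled per plate to the spread of control and sample wells; inactive = z-score above -3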;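 note: negative z-score means lost luminescence so less FERM oligomerization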
LYP act – increases human PTPN22 phosphatase activity. Q9Y2R2. recombinant LYP, DiFMUP fluorescence; 0 = plate median, 100 = signal doubled. activation, % at 2 µM. 96,000 tested, 0.11% active;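 active = activation at 2 µM above a set limit, the mean plus 5 SD, cut at about 37% in these data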
IL1B cytotox – HUVEC cytotoxicity counter-screen, IL-1B stimulated; cell count reduction, % at 2 µM; HUVEC cell count loss, Hoechst imaging; 94,000 tested, 0.41% active; AID 845;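 active = cell count reduction more than 3 SD above the screen-wide mean, cut at about 70% in these data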;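 note: normalized per plate to untreated control cells as the no-loss baseline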
LYP inh 2 – blocks human PTPN22 phosphatase activity; Q9Y2R2; AID 640; 96,000 tested, 0.21% active; inhibition, % at 2 µM; recombinant LYP catalytic domain, DiFMUP fluorescence;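 active = inhibition at 2 µM at or above a set limit, the screen mean plus 3 SD, cut at about 24% in these data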;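 note: 0% = DMSO with enzyme and 100% = enzyme fully blocked by orthovanadate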
The depositor's hits bear a star; ? = inconclusive; nt = no result given; [ ] = another dose, or the depositor's remark.

SMILES	VCAM1 TNFa inh	cytoskel mod	ERa coact inh	TNFa cytotox	FAK blocker	Pyk2 oligo antag	LYP act	IL1B cytotox	LYP inh 2
Cc1ccccc1Cn1nnc(C(=O)Nc2cccc(C)c2C)c1N	4	-80	-18	4	-1	-1.5	3	-10	-7
CSc1ccccc1-n1nnnc1SCc1ccccc1	-12	2	-15	nt	0	-2.4	-5	-52	6
CC(C)NC(=O)CC1Nc2c3ccccc3nc(=S)n2C1=O (configuration not stated)	2	31	nt	-28	2	0.69	4	4	-6
COc1ccccc1NC(=O)N1CCc2[nH]c3ccc(Cl)cc3c2C1	14	-2	-6	-24	5	-0.56	26	-30	-22
Nc1ccc(N2CCCCCC2)cc1	nt	nt	97*[fluorescence artefact?]	nt	28*	nt	-16	nt	17
Cc1ccsc1/C=N/n1c(-c2ccco2)n[nH]c1=S	8	-17	nt	16	7	1.6	6	-4	-3
COc1ccc(NC(=O)CN2CCN(C3c4ccccc4-c4ccccc43)CC2)cc1	-4	-12	-13	10	5	-0.41	-16	10	18
COc1ccc(C(=O)Nc2ccc(Cl)cc2C(=O)N2CCCC(C)C2)cc1 (configuration not stated)	-29	-4	nt	-10	1	0.36	11	19	-16
CCCCCn1c(=O)[nH]c2cc(C(=O)NCCCN3CCCCC3)ccc2c1=O	9	-28	-9	-33	3	0.42	10	4	-14
CN(C)S(=O)(=O)c1ccc(C(=O)Nc2ccccc2OC(F)(F)C(F)F)cc1	22	13	-10	-11	3	0.05	11	-7	-16
CCCCNC(=O)CSc1nnc(Cc2ccccc2)n1CC	-16	7	-34	23	-1	0.55	0	20	-3
CCOc1nc2ccccc2nc1NS(=O)(=O)c1ccccc1	18	-21	13	27	1	-0.22	-8	11	6
Cc1ccccc1NC(=O)CSc1nc(Nc2ccccc2)nc(N2CCOCC2)n1	7	15	20	13	4	-2.1	-2	6	6
COc1ccccc1-c1nnc(NC(=O)c2ccc(S(=O)(=O)N(C)C)cc2)o1	-3	nt	-1	-17	-7	-1.2	-6	2	6
CC(=O)OCCCCON1C(=O)c2ccccc2C1=O	-1	-1	2[fluorescence artefact?]	6	0	-0.65	-2	-25	1
O=C(CSc1nnc(-c2ccc(Cl)s2)o1)N1CCOCC1	-1	-18	-4	-5	2	nt	-6	0	5
CCCOc1ccc(-c2nc(C#N)c(N3CCc4ccccc4C3)o2)cc1	-14	12	-5	-4	-1	1	0	-10	1
Cc1cc(=O)n2c(-c3ccccc3C)n[nH]c2n1	21	-23	-11	8	-1	1.6	19	-29	-22
Cc1cccc(OCCC(=O)Nc2c(C)n(C)n(-c3ccccc3)c2=O)c1	14	-10	2[fluorescence artefact?]	-10	-1	1.4	6	-25	-9
COc1ccc(NC(=O)CSc2nnc(-c3cccs3)n2Cc2ccco2)cc1OC	-38	8	-1	-17	6	-0.33	4	-9	-6
COc1ccc(-c2nc(CS(=O)CC(=O)NCc3ccco3)c(C)o2)cc1 (configuration not stated)	13	-3	-7	-42	4	nt	5	-6	-6
COc1ccc(C2=NN(C(=O)CSc3cn(C)c4ccccc34)C(c3ccc(OC)cc3)C2)cc1 (configuration not stated)	9	-11	-5[fluorescence artefact?]	37	7	nt	-3	-6	3
O=C(N/N=C/c1cccc([N+](=O)[O-])c1)c1ccc2c(c1)OCCO2	-6	10	nt	1	7	-1	8	38	-5
CC1(C)CC(=O)C(C(=S)Nc2ccccc2)=C(NCCN2CCOCC2)C1	-11	11	nt	-30	-1	-0.62	1	-18	-1
Cc1cccc(-n2ncc(C#N)c2N)c1	-3	8	-3	-7	-8	-0.14	4	10	0

3 compounds already listed, ordered by SMILES length, highest first:
SMILES	VCAM1 TNFa inh	cytoskel mod	ERa coact inh	TNFa cytotox	FAK blocker	Pyk2 oligo antag	LYP act	IL1B cytotox	LYP inh 2
Cc1ccccc1NC(=O)CSc1nc(Nc2ccccc2)nc(N2CCOCC2)n1	7	15	20	13	4	-2.1	-2	6	6
Cc1cc(=O)n2c(-c3ccccc3C)n[nH]c2n1	21	-23	-11	8	-1	1.6	19	-29	-22
Cc1cccc(-n2ncc(C#N)c2N)c1	-3	8	-3	-7	-8	-0.14	4	10	0

The list continues.
SMILES	VCAM1 TNFa inh	cytoskel mod	ERa coact inh	TNFa cytotox	FAK blocker	Pyk2 oligo antag	LYP act	IL1B cytotox	LYP inh 2
Cn1c2c(c(=O)n(C)c1=O)CN(Cc1ccc3c(c1)OCO3)CN2	-18	-6	-6	-15	4	1.2	-7	10	5
O=C(Cn1cc([N+](=O)[O-])cn1)N1N=C(C(F)F)CC1(O)C(F)F (configuration not stated)	6	0	0	-8	0	-0.3	0	-1	-1
COCCCNC(=O)CCn1c(=O)c2ccccc2n(CC(=O)Nc2ccc(C)cc2C)c1=O	4	-2	-27	-14	-1	-0.3	4	-31	-4
Fc1ccc(Nc2ncnc3sc4c(c23)CCC4)cc1	8	0	nt	-18	9	-0.68	0	-24	2
Cc1ccc(NC(=O)c2ccc(N3C(=O)C4CC=C(Cl)CC4C3=O)cc2)cc1 (configuration not stated)	10	-17	-7	23	-2	-1.7	1	-27	-2
Cc1ccc(OC(F)F)c(NC(=O)Nc2cccc(C(F)(F)F)c2)c1	13	-3	-1	-7	2	-2.2	-11	16	13
CC(=O)Nc1nc2ccccc2n1CCN1CCOCC1	-4	11	nt	-24	2	0.72	-14	-47	16
Cc1ccccc1-n1c(-c2cccnc2)n[nH]c1=S	7	-12	-18	-7	0	1.4	5	-29	-4
CCOc1ccccc1NC(=O)CCC(=O)O	6	nt	-1	-48	0	-0.37	-12	1	10
O=C(Nc1ccccc1N1CCN(c2ccccc2)CC1)C12CC3CC(CC(C3)C1)C2	-3	0	-7	-5	0	-0.99	-9	-50	3
COC(=O)n1c(=O)oc2ccccc21	nt	-28	0[fluorescence artefact?]	nt	3	0.44	-2	-8	1
O=C(Nc1ccc2c(c1)OCCO2)C1CCN(C(=O)c2ccccc2)CC1	0	4	2	-3	0	-0.89	-5	15	2
Cc1cccc(C(=O)O)c1NC(=O)c1ccc(F)cc1	19	0	-1	-7	2	1.4	-1	-33	-4
CNC(=O)CSc1nnc(-c2cc3c(C)nn(-c4ccccc4)c3s2)n1C	4	-4	7	-6	-1	nt	-1	-17	-1
CCN1CCN(c2ncc3c(n2)CC(c2cc(OC)c(OC)c(OC)c2)CC3=O)CC1 (configuration not stated)	16	0	7	-16	2	0.85	4	5	-5
COc1ccc2nc(N3CCCC3)c(C#N)cc2c1	3	10	-5	-26	4	0.89	2	19	-2
O=C(Nc1cccnc1)c1cnn2c(C(F)F)cc(C3CC3)nc12	16	4	-4	-8	7	-0.74	3	-25	-5
Cc1ccc(S(=O)(=O)CC(=O)c2ccc(C)c([N+](=O)[O-])c2)cc1	8	-9	nt	-13	-4	0.68	5	10	-1
COC(=O)COc1ccc(/C=C2/SC(=O)N(CC(=O)N3CCCC3)C2=O)cc1Br	6	4	nt	-2	-2	0.36	3	-63	2
CCCc1ccc(OCC(=O)O)cc1	3	16	3	-21	-5	1.3	-16	nt	13
COCCCNC(=O)c1ccc(Cn2c(=O)c3ccccc3n(Cc3ccccc3C)c2=O)cc1	10	0	13[fluorescence artefact?]	-11	-2	-0.2	4	33	0
CCOc1ccc(C(=O)c2ccncc2)cc1	-7	-3	2[fluorescence artefact?]	-8	1	0.47	-16	-16	13
O=C(Cn1ncc(Cl)c(Cl)c1=O)c1ccc(Cl)cc1	16	-1	-7	16	-1	-0.81	5	-165	-6
O=C(CSCc1ccc(Cl)cc1)Nc1ccc2c(c1)OCCO2	9	12	nt	8	-11	-0.83	-10	-20	13
CC(=O)CSc1nnc(-c2ccc(S(=O)(=O)N3CCC(C)CC3)cc2)o1	nt	nt	16[fluorescence artefact?]	nt	1	0.48	3	-39	-4
(next part)
SMILES	VCAM1 TNFa inh	cytoskel mod	ERa coact inh	TNFa cytotox	FAK blocker	Pyk2 oligo antag	LYP act	IL1B cytotox	LYP inh 2
Cc1cc(C)n2nc(SCC(=O)N/N=C/c3ccccc3F)nc2n1	4	15	nt	1	-7	0.62	1	-58	3
CC1=C/C(=C/N(C)c2ccccc2)C(=O)S1	9	13	6	-14	-1	0.71	-6	-13	1
COc1cccc(C(=O)NCC(c2cccnc2)N2CCN(c3ccccc3OC)CC2)c1 (configuration not stated)	7	7	nt	-21	-3	nt	3	-30	-6
Fc1ccc(CO/N=C/C2=C(Cl)c3ccccc3CC2)cc1	6	12	-5	-20	-1	-0.1	18	-24	-14
CCOC(=O)C(C)Oc1ccc(=O)n(-c2ccccc2)n1 (configuration not stated)	10	-16	1	-10	1	2.1	0	8	-3
C=CCn1c(SCc2ccc(C#N)cc2)nnc1-c1cccc(Cl)c1	-1	8	-6	20	2	-0.24	-7	-28	3
CN(c1ccc(OCC(=O)N2CCC(C(N)=O)CC2)cc1)S(=O)(=O)c1cccs1	-5	3	nt	-18	0	0.64	12	-1	-13
CCOC(=O)C1(CCSC)NC(c2ccco2)C2C(=O)N(CC)C(=O)C21 (configuration not stated)	-13	-7	-13	-2	-7	-0.12	-5	nt	2
O=S(=O)(Cc1ccccc1)c1ccccc1-c1nnc(-c2ccccc2)o1	6	17	nt	-24	-8	-2.5	0	-7	3
Cc1ccc(N2CC(C(=O)NC3=NCCS3)CC2=O)cc1 (configuration not stated)	-8	-8	-4	2	0	0.23	-1	14	2
CCOc1cc(-c2conc2N)cc(OCC)c1OCC	nt	?	-5	nt	-1	-0.18	7	4	-8
CCCCn1c2nc3ccccc3nc2c2c(=O)n(C(C)CC)cnc21 (configuration not stated)	-16	5	4	-16	1	-3.1*	8	-1	-8
Cc1ccc2oc(C(=O)NCc3ccc4c(c3)OCO4)c(C)c2c1	12	-7	8	nt	4	-0.79	0	-9	-2
N#Cc1ccc(CSc2nnc(-c3cccs3)n2-c2ccccc2)cc1	0	-4	4	4	4	-2.7	-12	-118	11
COc1cccc(C(=O)Nc2c3c(nn2-c2ccccc2C)CS(=O)C3)c1OC (configuration not stated)	9	8	5[fluorescence artefact?]	-16	8	0.64	-2	66	2
O=C(Oc1cccc(Nc2ncnc3ccccc23)c1)c1ccccc1Cl	5	46	nt	-22	9	-1.5	-1	24	7
CCOC(=O)c1ccc(N2C(=O)c3n[nH]c(C)c3C2c2ccco2)cc1 (configuration not stated)	-2	-5	13[fluorescence artefact?]	-5	5	-2.7	-2	-29	0
Cc1nn(C(C)C(=O)NNC(=S)Nc2ccc(Cl)cc2)c(C)c1[N+](=O)[O-] (configuration not stated)	13	9	nt	-9	-1	0.15	-12	16	14
CC(C)NC(=O)CCS(=O)(=O)c1ccc(Br)s1	-14	-37	3	0	9	0.64	-3	1	2
Cc1cccc(OCC(=O)Nc2nonc2NC(=O)COc2cccc(C)c2)c1	19	0	72*[fluorescence artefact?]	-12	3	0.65	-7	7	4
O=C(CSc1nnc(-c2ccccc2)o1)N1CCOCC1	6	-4	-2[fluorescence artefact?]	-20	-3	0.02	7	-30	-10
CCc1ccc(CNCc2cccnc2)cc1	-3	2	4	4	0	-0.51	-2	-2	2
O=C(Nc1cccnc1)C1CCN(S(=O)(=O)c2cccc3nonc23)CC1	8	nt	-21	-3	-3	0.75	-1	5	2
COc1ccc(/C=N/NC2=NCCCCC2)cc1	-11	19	nt	-53	-1	0.37	6	-5	-8
CCOC(=O)Cn1nnnc1C(CC)N(Cc1cccs1)Cc1cc2ccc(OC)cc2[nH]c1=O (configuration not stated)	16	14	0	-25	-2	0.75	-3	21	0
CCOC(=O)CN1C(=O)SC(CC(=O)Nc2nccs2)C1=O (configuration not stated)	6	5	-4	-9	0	-1.2	1	12	0
COc1ccc(-n2ncc3c(SCC(=O)N4CCN(c5ccccc5OC)CC4)ncnc32)cc1	1	3	30[fluorescence artefact?]	-21	1	0.63	-2	-23	-1
Cc1cc(C)c(C#N)c(Nc2ccccc2Cl)n1	nt	nt	-7	nt	1	-0.1	2	nt	-1

An unsorted share of the library; about 3.8% have a hit in one of these screens.
